Screening results from PubChem BioAssay.
HIV fusion peptide – inhibitors of HIV fusion peptide binding, primary screen, biochemical, uHTS, fluorescence dequenching (AID 1986) | cell-free peptide binding, fluorescence dequenching, 30 min; higher % means a stronger effect | inhibition, % at 20 µM, or IC50 in µM where a hit was titrated | actives 0.3% (n = 290,000); in the data active = inhibition mostly above about 52%, no sharp cut-off; inactive = mostly below about 76%; also: some results filed as inactive read as strong as hits
West Nile antiviral – West Nile virus antiviral activity, cell-based, CPE readout (AID 1621) | West Nile virus-infected cells, CPE inhibition; higher % means a stronger effect | one-dose CPE inhibition, % at 10 µM; IC50 in µM for titrated hits | actives 0.02% (n = 290,000); in the data active = a potency from the dose series; inconclusive = CPE inhibition mostly from about 3.7% at the one dose, without a potency; inactive = the rest, 99 in 100 with CPE inhibition below about 2.2%; also: strong numbers were not always called active
HEK293 NOD2/NF-kB – NOD2 signaling inhibitors, cell-based, luminescence, uHTS, HEK293 (AID 1566). HEK293 NOD2/NF-kB luciferase reporter, luminescence; higher % means a stronger effect. one-dose inhibition, % at 4 µM; EC50 in µM for titrated hits. actives 0.63% (n = 290,000); also: many of its hits are not listed in these tables
AID2073 – disruptors of CaV2.2 binding to Mint1 – biochemical, HTRF (AID 2073). HTRF protein-protein interaction, Mint1-CaV2.2; higher % means a stronger effect. inhibition, % at 20 µM, or IC50 in µM where a hit was titrated. actives 0.19% (n = 290,000); in the data active = inhibition mostly above about 51%, no sharp cut-off; inconclusive = no clear call, values can overlap the other calls; inactive = mostly below about 53%; also: some results filed as inactive read as strong as hits
KOR beta-arrestin-1 – kappa opioid receptor blockers – cell-based, luminescence, uHTS (AID 1778); KOR beta-arrestin recruitment, luminescence, antagonist mode; higher % means a stronger effect; inhibition, % at 10 µM, or IC50 in µM where a hit was titrated; actives 0.091% (n = 290,000); also: strong numbers were not always called active
NS5 inhibitors – Dengue-2 NS5 methyltransferase inhibitors, primary screen, biochemical, confirmation dose response (AID 588689) | one-dose inhibition, % at 25 µM; IC50 in µM for titrated hits | Dengue-2 NS5 methyltransferase capping enzyme assay, biochemical; higher % means a stronger effect | actives 0.3% (n = 340,000); in the data active = a potency from the dose series; inconclusive = inhibition above about 29% without an active follow-up result
Yfh1-depleted yeast – mitochondrial function rescue without frataxin homolog – Friedreich's ataxia, plus single-dose screen, dose response (AID 1465); S. cerevisiae Yfh1-off respiration, WST-1 reduction, 72 h; higher fold induction means a stronger effect; fold induction at 50 µM, or EC50 in µM where a hit was titrated; actives 0.074% (n = 220,000);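 active = fold induction of absorbance versus untreated yeast above a set limit, then at least 30% activation at any dose in follow-up; inconclusive = repeats straddling the limit, or above it without dose testing; inactive = fold induction below the set limit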;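 also: activators that raise dye reduction in frataxin-depleted yeast; strong numbers were not always called active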
KOR beta-arrestin-2 – KOR agonists, beta-arrestin recruitment, primary screen, cell-based, luminescence, uHTS (AID 1777) | actives 0.02% (n = 280,000) | KOR beta-arrestin recruitment, luminescence; higher % means a stronger effect | one-dose activation, % at 10 µM; EC50 in µM for titrated hits; in the data active = activation above about 50%, passing the limit was not always enough; also: a part of the inactive calls stands beside numbers as strong as those of hits
NOD1 NF-kB reporter – inhibition of NOD1-driven NF-kB reporter – cell-based, luminescence, uHTS, primary screen (AID 1578) | NOD1-driven NF-kB luciferase reporter cells, luminescence; higher % means a stronger effect | one-dose inhibition, % at 4 µM; EC50 in µM for titrated hits | actives 1% (n = 290,000); in the data active = inhibition mostly above about 36%, no sharp cut-off; inactive = mostly below about 34%;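 also: HEK-293T reporter cells stimulated with the NOD1 agonist gamma-tri-DAP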
Starred values were filed as active, the others as inactive; i = inactive; ? = inconclusive; / = not tested or not shown; [ ] = another dose, or the depositor's remark. Rule as the data show it, unless noted: active = inhibition above about 50%; inactive = the rest. An excerpt; rates above refer to the full screens.

SMILES	HIV fusion peptide	West Nile antiviral	HEK293 NOD2/NF-kB	AID2073	KOR beta-arrestin-1	NS5 inhibitors	Yfh1-depleted yeast	KOR beta-arrestin-2	NOD1 NF-kB reporter
Cn1c(CCNC(=O)c2ccc(Cl)cc2)n[nH]c1=S	-1.4%	0.6%	2.4%	-24.4%	-22.7%	-9.5%	i	-3.6%	-3.7%
Cc1ccc(CNC(=O)C2CC(c3cccc(F)c3)=NO2)cc1 (configuration not stated)	-1.4%	0.9%	-40.8%	4.2%	35.1%	-2.4%	i	-2.9%	2.2%
COC(=O)c1cn(-c2ccccc2)nc1-c1ccc(OC)c(OC)c1	-0.8%	-0.1%	-2.0%	9.5%	11.5%	-10.4%	/	-0.4%	-8.2%
O=C(O)c1cccc(C(=O)O)c1Br	-0.2%	-0.1%	7.8%	7.4%	-22.7%[20 µM]	-3.9%	/	-1.6%	-3.3%
O=C(NC1=NCCS1)C1CC(=O)N(c2ccc(Cl)cc2)C1 (configuration not stated)	0.7%	0.0%	-3.4%	7.8%	15.6%	-3.9%	i	-3.6%	-23.0%
O=C(NCCc1ccccc1)c1ccc(Cl)cc1[N+](=O)[O-]	-0.7%	-0.1%	-97.5%	-13.2%	0.6%	-5.4%	/	-0.8%	-16.4%
Cc1nc2ccc(NC(=O)c3ccc(S(=O)(=O)N(C)c4ccccc4)cc3)cc2s1	1.6%	-1.3%	35.2%	5.9%	-6.5%	-5.5%	i	24.0%	17.6%
O=S(=O)(Cc1ccccc1)Cc1cnc(Cl)s1	0.2%	-0.2%	-13.2%	-16.4%	-3.9%	-8.0%	i	4.1%	-34.4%
Cc1cccc(N2CCN(C(=O)COCc3cc(-c4ccc5c(c4)OCO5)on3)CC2)c1C	-0.4%	0.4%	-97.6%	12.1%	14.3%	0.0%	/	-2.7%	13.7%
CC(=O)CC1(O)C(=O)N(CN2CCN(c3ccccc3)CC2)c2ccccc21 (configuration not stated)	0.6%	-0.5%	-14.6%	1.4%	-21.1%	-2.8%	i	22.1%	-7.1%
COCCn1cc(C(=O)NCCCOC(C)C)c2c3ccccc3n(C)c2c1=O	0.9%	-0.2%	-24.0%	-1.2%	-25.5%	-4.2%	/	2.6%	-4.2%
CCc1ccc2nc(-c3cccc(C)c3)nc(SCC(=O)NCC3CCCO3)c2c1 (configuration not stated)	3.2%	0.7%	-4.3%	33.9%	-25.1%	-4.3%	i	7.0%	14.1%
CC(C)OCCCn1c(=NC(=O)c2cccs2)c(C#N)cc2c(=O)n3ccccc3nc21	17.0%	0.0%	9.6%	10.4%	1.1%	/	i	6.5%	-7.8%
Cc1ccc(S(=O)(=O)Nc2ccccc2CNc2ccc(Br)cn2)cc1	-2.3%	1.6%	9.3%	5.2%	47.1%	0.7%	i	1.0%	10.0%
CC(=O)Oc1ccc(/C=C/c2nc3ccccc3c(=O)o2)cc1	0.5%	0.3%	3.2%	46.4%	-19.4%[20 µM]	-3.9%	/	9.3%	13.5%
O=P(c1ccccc1)(c1ccccc1)C(O)c1ccccn1 (configuration not stated)	0.6%	0.0%	10.8%	-2.4%	-7.5%	/	i	4.5%	-5.1%
CSc1ccc(Cl)c(C(=O)OCC(=O)Nc2ccccc2OC(F)F)c1	0.6%	0.8%	6.9%	3.5%	12.3%	-0.7%	i	7.3%	-36.0%
CCC(=O)Nc1ccc(NC(=O)CSc2nnnn2C2CCCC2)cc1C	-0.5%	0.4%	-18.6%	4.9%	-49.1%	4.8%	/	3.5%	22.4%
CCC(C)NC(=O)CCc1nc2ccccc2n1-c1ccccc1 (configuration not stated)	-1.5%	-1.2%	-0.7%	-17.5%	12.9%	-7.7%	i	-0.8%	-19.3%
Nc1ncnc2c1ncn2Cc1ccccc1	0.2%	0.4%	6.4%	-4.7%	14.6%	-3.1%	i	-2.5%	-17.1%
COc1ccc(S(=O)(=O)N2CCCC(C(=O)NCCCn3ccnc3)C2)cc1OC (configuration not stated)	3.5%	1.3%	-22.4%	6.5%	-32.5%	-3.3%	/	0.7%	-12.7%
CCC(=O)NCCc1nc2cc(NC(=O)c3ccccc3Cl)ccc2n1C	3.1%	-0.1%	-5.1%	10.5%	-7.0%	-3.9%	/	2.7%	-4.8%
O=C(CC1COc2ccccc2O1)NCc1ccccc1 (configuration not stated)	2.2%	-0.3%	5.8%	-6.5%	37.1%	-4.0%	i	1.0%	-40.3%
COc1ccc(Cl)cc1C(=O)NNC(=O)c1cccnc1	1.4%	-0.5%	-6.9%	0.7%	2.3%	-4.0%	i	-2.0%	-30.0%
Cc1ccc(CNC(=O)c2ccc(Cl)cc2[N+](=O)[O-])cc1	0.2%	-1.1%	-18.6%	22.0%	-8.8%	-0.3%	i	1.1%	33.6%
Continued:
SMILES	HIV fusion peptide	West Nile antiviral	HEK293 NOD2/NF-kB	AID2073	KOR beta-arrestin-1	NS5 inhibitors	Yfh1-depleted yeast	KOR beta-arrestin-2	NOD1 NF-kB reporter
CCCC(=O)Nc1ccc2c(c1)nc(CCN1CCN(c3ccccn3)CC1)n2C	1.9%	-0.7%	7.4%	4.0%	30.9%	-1.3%	/	-1.3%	-12.1%
CN(C)c1ccc2c(c1)OC(N)=C(C#N)C2c1cccc(F)c1 (configuration not stated)	-0.6%	/	-9.5%	2.5%	-123.9%	?	/	2.2%	-4.8%
Cc1nnc(Nc2ccc(O)cc2)[nH]c1=O	-0.4%	0.3%	15.4%	12.1%	-37.3%[20 µM]	-2.5%	i	-9.2%	-9.9%
Cc1cn(CCC(=O)Nc2ccc(N3CCOCC3)cc2)c2ccccc12	-2.5%	-1.0%	-45.7%	-5.3%	16.2%	-10.9%	i	-0.3%	-6.6%
CCN1C=C(Cc2ccccc2C)C2=C(C1)C(c1ccccc1C)C(C#N)=C(N)O2 (configuration not stated)	7.0%	-0.1%	13.8%	11.9%	-63.5%	-9.0%	i	8.9%	71.8%*
Cc1nc(SCC(=O)NC(C)(C#N)C2CC2)c2c(-c3cccs3)csc2n1 (configuration not stated)	1.1%	-1.4%	-15.1%	-0.4%	40.2%	-5.8%	i	7.3%	-43.4%
CCOC(=O)c1cnc2ccccc2c1Nc1ccc(C(=O)O)cc1	0.2%	0.5%	18.0%	2.8%	2.6%	18.0%	i	-0.9%	-32.3%
COc1cc(C2C(N3C(=O)c4ccccc4C3=O)C(=O)N2c2cccc(C)c2)cc(OC)c1OC (configuration not stated)	-3.2%	-0.5%	1.6%	2.0%	-16.5%	/	i	19.9%	11.8%
CC(C)Oc1ccc(N2C(=O)c3ccccc3C2=O)cc1	-1.6%	-0.3%	10.2%	-7.3%	13.9%	-2.4%	i	-6.0%	-15.1%
COc1ccc(NC(=O)c2cc3c(COC(C)=O)cnc(C)c3oc2=Nc2cccc(C(=O)O)c2)c(OC)c1	51.1%	1.3%	44.6%	3.13µM*	-13.6%	-5.9%	/	3.1%	-3.4%
CCOC(=O)CN1C(=O)C(O)=C(C(C)=O)C1c1ccccc1 (configuration not stated)	2.1%	0.2%	5.0%	-0.8%	15.9%	-2.0%	i	0.8%	-2.6%
O=C(Nc1ccccc1C(F)(F)F)c1cc(-c2cccc(O)c2)on1	-2.1%	-0.3%	-13.5%	6.6%	19.7%	2.4%	i	-1.9%	0.8%
COc1ccc2c(C)cc(N3CCN(c4ccc(F)cc4)CC3)nc2c1	-2.9%	-1.1%	15.7%	5.3%	-25.4%	3.5%	i	-5.7%	-6.0%
CS(=O)(=O)N(CC(=O)NCc1cccnc1)C1CCCCC1	-2.0%	-0.2%	-4.5%	-13.7%	1.6%[20 µM]	0.8%	i	-2.9%	-28.3%
O=C(Nc1cccc(S(=O)(=O)N2CCOCC2)c1)c1ccccn1	-0.7%	0.1%	-50.2%	4.7%	36.3%	-0.8%	i	-2.6%	-8.7%
NC(=O)CN1C(=O)NC2(CCCc3ccccc32)C1=O (configuration not stated)	1.2%	0.0%	-3.9%	5.2%	32.7%	-1.0%	/	-2.6%	-34.8%
CN(C)C(=S)NC1(C)CCS(=O)(=O)C1 (configuration not stated)	-3.0%	0.0%	15.7%	-9.9%	-4.9%	4.1%	i	-3.8%	15.8%
CCOc1ccc(-n2c(SCC(=O)Nc3cc(OC)c([N+](=O)[O-])cc3C)nc3ccccc32)cc1	-1.0%	-0.3%	3.6%	1.8%	-11.4%	-7.2%	i	-0.4%	-9.2%
O=C(NCCc1c[nH]c2ccccc12)C1CCC(Cn2c(=S)[nH]c3ccccc3c2=O)CC1 (configuration not stated)	-0.9%	-0.5%	4.4%	1.8%	-0.2%	-12.2%	i	7.0%	51.2%
CCOC(=O)N1CCN(c2c(N3CCN(c4cccc(C(F)(F)F)c4)CC3)c(=O)c2=O)CC1	3.0%	-0.8%	0.0%	2.6%	25.8%	-3.2%	i	-3.5%	-29.9%
COc1ccc(N2CCN(C(=O)C3CCCN(S(=O)(=O)c4ccc(F)cc4)C3)CC2)cc1 (configuration not stated)	-0.4%	-0.8%	-2.2%	-6.0%	-0.1%	-5.2%	/	-2.0%	-39.5%
CC(/C=C/c1ccccc1F)=N\NC(=O)C(C)C	0.4%	-0.5%	-3.9%	0.9%	-43.7%	-5.8%	i	1.6%	-33.9%
CC(C(=O)NCCSCc1cccc(Cl)c1)N(c1ccccc1)S(C)(=O)=O (configuration not stated)	-0.6%	-1.1%	7.0%	6.9%	8.6%	-2.0%	/	-4.9%	2.7%
COc1ccc(OCCn2nnc(-c3ccc(Cl)cc3)n2)cc1	0.3%	-0.5%	6.5%	24.9%	9.9%	-8.8%	i	2.0%	-22.5%
c1ccc(CSC2=NNC(c3ccccn3)S2)cc1 (configuration not stated)	-1.4%	-0.5%	-137.3%	-6.8%	/	7.0%	i	-6.0%	5.1%
Additional structures.
SMILES	HIV fusion peptide	West Nile antiviral	HEK293 NOD2/NF-kB	AID2073	KOR beta-arrestin-1	NS5 inhibitors	Yfh1-depleted yeast	KOR beta-arrestin-2	NOD1 NF-kB reporter
COc1ccc2sc(NC(=O)NC(=O)c3c(Cl)cccc3Cl)nc2c1	9.8%	-0.4%	-54.5%	7.6%	-8.6%	-0.8%	i	2.5%	-11.1%
CC1=C(C(=O)OCCCBr)C(c2ccc3c(c2)OCO3)NC(=O)N1 (configuration not stated)	0.2%	1.7%	13.5%	3.0%	4.5%	/	/	-0.1%	21.3%
Cc1cc(C(=O)O/N=C(\N)c2ccc(C(C)(C)C)cc2)no1	-0.9%	-0.8%	-103.1%	-4.5%	17.6%	/	i	-0.9%	-2.5%
Cc1ccccc1OCC(=O)NC(=S)Nc1ccc2c3c(cccc13)CC2	-1.4%	0.3%	12.5%	10.9%	-13.0%	0.0%	i	-7.0%	-12.4%
Cc1noc(C)c1CSc1nnc(-c2ccncc2)n1-c1cccc(Cl)c1C	-1.6%	-0.3%	8.8%	32.4%	-25.8%	-3.2%	i	1.0%	-7.4%
Cn1c(=O)c2nc(-c3ccccc3)oc2c2ccccc21	22.7%	-0.5%	-26.4%	13.2%	-18.7%	1.6%	i	3.3%	/
